Screening results (PubChem BioAssay)
NPC1 promoter act – activators of NPC1 promoter; 320,000 compounds, 2.4% hits; Potency, µM (titrated, usually from 9.22 µM), for inactives: at the highest dose activation, hits mostly activators; Huh7 NPC1 promoter luciferase reporter, 24 h;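 note: % of control where 0% means no effect; nearly all actives have a fitted effect of over 60% in size; reporter is driven by a mutant NPC1 promoter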
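NPC1 promoter–luciferase Huh7 cells; 24 h compound; luminescence.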
BRCA1 expr up – BRCA1 expression activation; 380,000 compounds, 1.1% hits; MCF7-BRCA1-FFLuc reporter, luminescence, 48 h; response scale: scaled: vehicle 0%, 10 µM genistein 100%; Potency, µM (titrated, usually from 46.1 µM), without a hit: at the top dose activation, most hits filed as activators; note: nearly all actives have a fitted effect of over 80% in size; some results filed as inactive show a strong effect at the top dose
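Activators of BRCA1 expression were detected as increased firefly luciferase luminescence in engineered MCF7 cells after 48 h compound incubation. Signals were scaled to genistein 10 microM as full activation.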
MBNL1 CUG block – blocks human MBNL1 binding to CUG repeat RNA | Q9NR56 | TR-FRET MBNL1-His/biotin-(CUG)12 binding, 665/545 ratio | Potency, µM (doses to about 57.5 µM), without a hit: at the highest dose activity change, negative = inhibition, hits mostly inhibitors | 280,000 compounds, 0.036% hits | AID 2675; active = well fitted inhibition curve with a large enough effect in the signal ratio, with a control signal flat, not every such curve was filed as active; inconclusive = small, poorly fitted or top-dose-only effect, or effect the other way, or a change in a side signal; inactive = no such curve, though single readings can be large or run the other way; the % refers to the signal ratio; note: % is set by controls: 0 for no effect and ±100 for the full control effect
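His-tagged MBNL1 binding to biotinylated (CUG)12 RNA was measured by TR-FRET using terbium anti-His antibody (0.055 ng/ul final) and streptavidin-XL665 (5 nM final). Compounds were titrated 92 nM to 58 uM; 60 min at room temperature.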
Rab9 promoter act – activates the Rab9 promoter; Huh7 Rab9 promoter-luciferase reporter, luminescence, 24 h; 320,000 compounds, 2.8% hits; Potency, µM (top dose mostly 9.22 µM), without a hit: at the top dose activation, negative = inhibition, actives largely listed as activators; note: % of control where 0% means no effect; nearly all actives have a fitted effect of over 60% in size
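Quantitative HTS format; Huh7 Rab9-luciferase reporter cells (1500/well) receive compound 2 h post-plating, incubate 24 h at 37 °C, then get luciferase reagent for 10 min before luminescence reading.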
ELG1 genotoxic – induces genotoxicity in HEK293T cells with luciferase-tagged ELG1 | HEK293T ELG1-luciferase reporter, luminescence, 16 h | Potency, µM (doses to about 46 µM), inactives show at the top dose activity change, positive = activation, actives largely listed as activators | 330,000 compounds, 1.3% hits | AID 504466; note: % of control where 0% means no effect; nearly all actives have a fitted effect of over 60% in size
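HEK293T cells expressing luciferase-tagged ELG1 were treated with compound or DMSO for 16 hr at 37°C. Luciferase activity was then read after 30 min with ONE-Glo at room temperature; rising signal flags genetic stress.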
VP16 counter – inhibits Gal4-VP16 luciferase reporter, ROR gamma counter-screen | Potency, µM (top dose mostly 53.6 µM), without a hit: at the highest dose activity, negative = inhibition, hits mostly inhibitors | AID 2546 | Drosophila S2 Gal4-VP16 UAS-luciferase, luminescence, 20 h | 310,000 compounds, 3.5% hits;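 note: Gal4-VP16 expression switched on by copper sulfate through the metallothionein promoter; % is set by controls: 0 for no effect and ±100 for the full control effect; nearly all actives have a fitted effect of over 50% in size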
FLuc counter – inhibits or activates purified firefly luciferase, miR-21 counter-screen. purified FLuc, Km substrates, luminescence inhibition. Potency, µM (series often up to 57.5 µM), for inactives: at the top dose activity change, negative = inhibition, most hits filed as inhibitors. 360,000 compounds, 6.9% hits. AID 588342;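 note: plate controls were vehicle for no effect and reference inhibitor for full effect; nearly all actives have a fitted effect of over 55% in size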
Target sequence (P08659 whole entry, looked up): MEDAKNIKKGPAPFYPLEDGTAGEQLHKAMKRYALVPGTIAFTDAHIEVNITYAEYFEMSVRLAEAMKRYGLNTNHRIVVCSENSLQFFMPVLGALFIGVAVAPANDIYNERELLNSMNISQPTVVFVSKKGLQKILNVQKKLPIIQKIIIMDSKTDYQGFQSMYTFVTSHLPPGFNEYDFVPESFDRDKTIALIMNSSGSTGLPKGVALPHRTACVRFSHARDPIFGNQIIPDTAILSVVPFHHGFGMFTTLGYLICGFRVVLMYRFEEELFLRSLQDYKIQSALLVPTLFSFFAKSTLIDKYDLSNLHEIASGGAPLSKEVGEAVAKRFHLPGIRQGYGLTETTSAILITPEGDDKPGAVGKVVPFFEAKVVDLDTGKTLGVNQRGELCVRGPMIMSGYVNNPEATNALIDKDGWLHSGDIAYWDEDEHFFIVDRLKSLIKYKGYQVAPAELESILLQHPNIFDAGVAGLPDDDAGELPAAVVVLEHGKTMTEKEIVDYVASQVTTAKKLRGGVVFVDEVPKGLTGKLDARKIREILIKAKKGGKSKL
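Purified P. pyralis luciferase, 10 nM final, with Km-level 10 uM D-luciferin and 10 uM ATP in 50 mM Tris acetate pH 7.5, 10 mM Mg acetate, 0.01% Tween-20, 0.05% BSA; 6-point qHTS titration about 60 µM downward; luminescence read.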
p53 reactivation – mutant p53 re-activation in reporter cells; H1299 p53-A138V BP100-luciferase reporter, luminescence, 24 h; Potency, µM (doses to about 92.2 µM), without a hit: at the highest dose activity change, positive = activation, actives largely listed as activators; 320,000 compounds, 0.063% hits; AID 504706; note: % of control where 0% means no effect; nearly all actives have a fitted effect of over 45% in size
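H1299 (p53-null), stable ts p53-A138V + BP100-Luc; 1000 cells/well, Opti-MEM/10% FBS; cpd 4 pt, 1:5; 24 h, 37 deg C, 5% CO2; detection reagent 10 min RT; luminescence.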
RORg inh – blocks mouse ROR gamma transcriptional activity; 310,000 compounds, 5.4% hits; P51450; AID 2551; Drosophila S2 Gal4-RORgamma UAS-luciferase reporter, 20 h; Potency, µM (series often up to 53.6 µM), without a hit: at the top dose activity change, negative = inhibition, most hits filed as inhibitors; note: % is set by controls: 0 for no effect and ±100 for the full control effect; nearly all actives have a fitted effect of over 60% in size
Target sequence (P51450 whole entry, looked up, the tested form may be a part): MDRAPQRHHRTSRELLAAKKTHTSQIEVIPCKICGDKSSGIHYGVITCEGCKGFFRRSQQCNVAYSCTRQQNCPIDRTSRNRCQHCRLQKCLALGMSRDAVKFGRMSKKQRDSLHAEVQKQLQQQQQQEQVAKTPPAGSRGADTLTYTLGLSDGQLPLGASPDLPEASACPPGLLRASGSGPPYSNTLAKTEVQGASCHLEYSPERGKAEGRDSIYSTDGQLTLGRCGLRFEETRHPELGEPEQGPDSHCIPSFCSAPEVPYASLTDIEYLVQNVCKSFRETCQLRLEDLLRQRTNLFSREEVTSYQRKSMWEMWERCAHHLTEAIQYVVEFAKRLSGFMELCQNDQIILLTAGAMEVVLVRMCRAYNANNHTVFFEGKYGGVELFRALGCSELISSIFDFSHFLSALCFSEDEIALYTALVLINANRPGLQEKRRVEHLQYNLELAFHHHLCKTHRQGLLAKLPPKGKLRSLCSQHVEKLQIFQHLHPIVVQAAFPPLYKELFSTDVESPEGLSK
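Read-out: Photinus luciferase luminescence; inhibitors lower reporter signal. Insect Schneider cells with Gal4-ROR gamma fusion under metallothionein promoter, UAS reporter; 700 uM final copper sulfate induction, 20 hr, ambient temperature.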
uPA generation – cell surface uPA generation inhibition | cell surface uPA generation assay, qHTS | Potency, µM (doses to about 38.3 µM), without a hit: at the highest dose activity change, negative = inhibition, actives largely listed as inhibitors | 330,000 compounds, 0.31% hits | AID 540303; active = well fitted inhibition curve with a large enough effect; inconclusive = small, poorly fitted or top-dose-only effect; inactive = no such curve, though single readings can be large or run the other way; tested in mouse RAW 264.7 cells; note: % is set by controls: 0 for no effect and ±100 for the full control effect; nearly all actives have a fitted effect of over 55% in size
Starred values were filed as active, the others as inactive; ? = inconclusive; · = not tested or not shown; & = joins results of further samples; [ ] = dose if it differs, or a comment. Unless noted, calls come from the whole dose curve; as a rule, active = well fitted curve in the direction sought with a large enough effect; inconclusive = small, poorly fitted or top-dose-only effect, or another doubt; inactive = no such curve, though single readings can be large; an effect the other way counts as inactive or inconclusive. Potency is the fitted concentration of half-maximal effect.

#	SMILES	NPC1 promoter act	BRCA1 expr up	MBNL1 CUG block	Rab9 promoter act	ELG1 genotoxic
1	O=C(NNC(=O)C1COc2ccccc2O1)c1ccccc1 (stereo unspecified)	-3%	6%	3%	-3%	-3%
2	CCOC(=O)CCn1c(CC(=O)OCC)nc2ccccc21	-7%	-2%	-10%	10%	1%
3	S=C(NC1CCCCC1)N1CCOCCOCCN(C(=S)NC2CCCCC2)CCOCCOCC1	-11%	-77%	-2%	1%	-11%
4	CN1CCN(S(=O)(=O)c2ccc(-c3ccc(Cl)cc3)cc2)CC1	-1%	36%	-3%	-5%	3%
5	Cc1cc2cc(C)c3nnc(SCC(=O)Nc4ccc(S(=O)(=O)N5CCCCC5)cc4)n3c2cc1C	-5%	-49%	·	-7%	0%
6	Cc1c(C(=O)N2CCN(C(=O)c3ccco3)CC2)sc2nc(-c3ccc(F)cc3)cn12	0%	1%	-4%	0%	-5%
7	CC(C)c1cc(=O)oc2c3c4c(cc12)CCCN4CCC3	-3%	-31%	?	-9%	-9%
8	O=C1CN(C(=O)c2ccc(Br)o2)C(c2ccc(F)cc2)c2cc(Cl)ccc2N1 (stereo unspecified)	-2%	-63%	-14%	3%	-1%

#	VP16 counter	FLuc counter	p53 reactivation	RORg inh	uPA generation
1	1%	3%	10%	?	·
2	-5%	-1%	-2%	-37%	·
3	?	3%	0%	-11%	10%
4	17%	6%	12%	?	11%
5	-10%	3%	-7%	7%	7%
6	5%	7%	-7%	35%	6%
7	-3%	-5%	-2%	-35%	-8%
8	4%	1%	-7%	?	-3%

Next section.
#	SMILES	NPC1 promoter act	BRCA1 expr up	MBNL1 CUG block	Rab9 promoter act	ELG1 genotoxic
9	COc1ccc(NC(=O)N(C)C[C@H]2Oc3c(NC(=O)NC4CCCCC4)cccc3C(=O)N([C@H](C)CO)C[C@@H]2C)cc1	·	-3%	·	·	-1%
10	C=C(C)C1CCC(C)=C1COC(=O)Nc1ccccc1 (stereo unspecified)	0%	-23%	3%	0%	-2%
11	Cc1ccc(C(NC(N)=O)c2ccccc2C)cc1 (stereo unspecified)	1%	6%	1%	-1%	-4%
12	CCOc1ccc2nc(SCC(=O)NCc3ccc(S(N)(=O)=O)cc3)sc2c1	13%	31%	-3%	20%	8%
13	Cn1c(N)c(S(=O)(=O)N2CCN(Cc3ccccc3)CC2)c(=O)n(C)c1=O	-2%	4%	-8%	-3%	0%
14	O=C1NC(=Nc2ccc(Cl)cc2)SC1Cc1cccc(Cl)c1Cl (stereo unspecified)	-4%	-27%	·	-2%	-5%
15	CC(C)(C)OC(=O)c1c(N)n(CCCN2CCCC2=O)c2nc3ccccc3nc12	9%	1%	13%	16%	3%
16	CC(C)(C)OC(=O)NCCCCCc1nnc(SCc2cccc(F)c2)o1	-4%	-8%	0%	-3%	-8%

#	VP16 counter	FLuc counter	p53 reactivation	RORg inh	uPA generation
9	·	·	-2%	·	9%
10	-5%	-13%	?	3%	3%
11	2%	9%	-1%	-3%	11%
12	25%	?	-7%	?	-6%
13	3%	0%	0%	15%	4%
14	?	8%	-1%	?	7%
15	18%	-1%	-2%	26%	7%
16	-23%	?	-4%	?	-9%

Down the list, as entered above:
p53 reactivation, nos. 9–16, in order: -2%, ?, -1%, -7%, 0%, -1%, -2%, -4%
Rab9 promoter act, nos. 9–16, in order: ·, 0%, -1%, 20%, -3%, -2%, 16%, -3%

Continuation:
#	SMILES	NPC1 promoter act	BRCA1 expr up	MBNL1 CUG block	Rab9 promoter act	ELG1 genotoxic
17	CC(C)n1cc(/C=N/Nc2ccc(C(=O)O)cc2)c2ccccc21	12%	-29%	14%	6%	?
18	Cc1cc(=O)c2ccc(C(F)(F)F)cc2[nH]1	1%	0%	-1%	1%	-9%
19	CCCCCC(=O)NC(=S)Nc1ccc(NC(=O)c2ccco2)cc1	0%	5%	1%	1%	8%
20	O=C(COC(=O)CNS(=O)(=O)/C=C/c1ccccc1)NC1CCS(=O)(=O)C1 (stereo unspecified)	1%	0%	-12%	1%	-5%
21	Cc1cccc(SCC(=O)Nc2ccc3c(c2)OCCO3)c1	2µM*	5%	6%	4µM*	-1%
22	CCCCNC(=O)NCCN1CCOCC1	0%	-13%	-3%	1%	0%
23	CCC1=Nc2cc(C(=O)NCCCOC)ccc2Sc2ccccc21	-6%	-78%	9%	-25%	?
24	COc1ccc(Nc2c3c(nc4c(-c5ccccc5)c(C)nn24)CCC3)cc1	0%	-30%	-8%	-1%	-5%

#	VP16 counter	FLuc counter	p53 reactivation	RORg inh	uPA generation
17	0.32µM*	6µM*	?	0.032µM*	13%
18	-5%	0%	-2%	15%	0%
19	?	-2%	3%	10µM*	-11%
20	5%	0%	4%	-11%	2%
21	?	?	-15%	?	-4%
22	-6%	1%	1%	3%	3%
23	10%	-2%	2%	?	-10%
24	3.5µM*	-2%	-4%	3.2µM*	1%

Entries above containing a tert-butyl group:
#	SMILES	NPC1 promoter act	BRCA1 expr up	MBNL1 CUG block	Rab9 promoter act	ELG1 genotoxic
15	CC(C)(C)OC(=O)c1c(N)n(CCCN2CCCC2=O)c2nc3ccccc3nc12	9%	1%	13%	16%	3%
16	CC(C)(C)OC(=O)NCCCCCc1nnc(SCc2cccc(F)c2)o1	-4%	-8%	0%	-3%	-8%

#	VP16 counter	FLuc counter	p53 reactivation	RORg inh	uPA generation
15	18%	-1%	-2%	26%	7%
16	-23%	?	-4%	?	-9%

More entries follow.
#	SMILES	NPC1 promoter act	BRCA1 expr up	MBNL1 CUG block	Rab9 promoter act	ELG1 genotoxic
25	COc1ccc(OC)c(N(CC(=O)Nc2cccnc2)S(C)(=O)=O)c1	1%	-1%	1%	3%	-1%
26	COc1ccc(NC(=O)c2ccco2)cc1NC(=O)c1ccccc1F	0%	3%	-2%	1%	3%
27	Cc1ccccc1Cc1ccc(Cl)nn1	-2%	1%	-2%	0%	0%
28	Cc1nc(SCC(=O)Nc2ccc(Cl)cc2[N+](=O)[O-])nc(C)c1C	1%	-24%	?	-1%	1%
29	CCCc1cc(C(=O)Nc2ccc(F)cc2F)no1	19%	19%	10%	?	12µM*
30	Cc1c(C(=O)N(Cc2ccc(N(C)C)cc2)CC2CCCO2)oc2ccccc12 (stereo unspecified)	3%	-16%	-5%	0%	-11%
31	COc1cc(CC(=O)Nc2ccc(Cl)c(C(F)(F)F)c2)cc(OC)c1OC	-5%	-29%	-6%	-7%	14%
32	CC1CCN(C(=O)CSc2nc(=O)n3cc(Cl)ccc3n2)CC1	-6%	15%	·	-1%	0%

#	VP16 counter	FLuc counter	p53 reactivation	RORg inh	uPA generation
25	14%	7%	-3%	14%	1%
26	4%	-12%	5%	15%	0%
27	-8%	0%	-3%	36%	-3%
28	-7%	1%	-7%	3%	6%
29	15%	11µM*	?	21%	-1%
30	-4%	-1%&-13%	-1%	6%	5%
31	-29%	0%	-13%	?	7%
32	·	-1%	-3%	·	-2%

Remaining list, next part.
#	SMILES	NPC1 promoter act	BRCA1 expr up	MBNL1 CUG block	Rab9 promoter act	ELG1 genotoxic
33	COc1ccc(/C(C)=N/NC(=O)Cc2ccc(Cl)cc2)cc1	-1%	-3%	4%	-2%	17%
34	CN(CC(=O)NCc1ccc2c(c1)OCO2)S(=O)(=O)c1ccc(Br)s1	11%	-38%	-5%	-1%	-4%
35	Cn1cnc(S(=O)(=O)N2CCN(c3cccc(Cl)c3)CC2)c1	-8%	7%	-8%	2%	-1%
36	O=C(CNS(=O)(=O)c1cccc(Br)c1)NCC1CCCCC1	0%	-13%	0%	1%	0%
37	O=C(NCc1ccccc1F)c1cccs1	16%	2%	2%	-3%	0%
38	COc1ccccc1NC(=O)CNC(=O)CC12CC3CC(CC(C3)C1)C2	·	-54%	·	·	-3%
39	COc1cc(S(=O)(=O)N2CCCC3(CCCCC3)C2)ccc1-n1cnnn1	0%	-28%	9%	-18%	1%
40	CC(C)CCOc1cccc(OCC(=O)O)c1	-1%	-5%	-11%	-6%	7%

#	VP16 counter	FLuc counter	p53 reactivation	RORg inh	uPA generation
33	0%	-1%	3%	3%[1.91 µM]	2%
34	-6%	5%	-2%	9%	-3%
35	-4%	3%	-8%	5%	0%
36	-2%	-1%	0%	-3%	7%
37	13%	6%	0%	12%	·
38	·	·	2%	·	3%
39	-8%	0%	7%	-24%	3%
40	5%	?	3%	11%	2%

(more compounds)
#	SMILES	NPC1 promoter act	BRCA1 expr up	MBNL1 CUG block	Rab9 promoter act	ELG1 genotoxic
41	N#Cc1cccc(C(=O)OCC(=O)N2CCCc3ccccc32)c1	-4%	-24%	·	-3%	4%
42	Nc1ccn(CC(=O)NCc2ccc3c(c2)OCO3)c(=O)n1	-3%	0%	·	-2%	-1%
43	COc1ccc(CNC(=O)C(C)N(Cc2ccco2)C(=O)c2snc(C(N)=O)c2N)cc1 (stereo unspecified)	-1%	0%	?	2%	-7%
44	O=C(CCC(=O)N1CCOc2ccc(Cl)cc21)NCCCN1CCN(Cc2ccccc2)CC1	-4%	-4%	-21%	3%	3%
45	COc1ccc(CNC(=O)C2CSCCS2)cc1 (stereo unspecified)	15%	37%	8%	16%	3%

#	VP16 counter	FLuc counter	p53 reactivation	RORg inh	uPA generation
41	·	4%	2%	·	-2%
42	·	3%	-3%	·	11%
43	-2%	0%	-9%	29%	21%
44	8%	0%	·	4%	-9%
45	5%	-9%	36%	20%	-1%
